Bioassay records from PubChem.
E-sel TNF inh: TNF alpha driven E-selectin expression inhibition; inhibition, % at 2 µM; AID 1246; actives 0.71% (n = 120,000); HUVEC TNFa-induced E-selectin immunofluorescence, high content;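 active = inhibition above the batch mean plus 3 SD, and confirmed as a hit on visual image review, cut at about 43% in these data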;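 also: 0% = TNF-stimulated DMSO wells and 100% = unstimulated control wells; not every result past the cut was called active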
The depositor's hits bear a star. An excerpt. The share of hits here may be higher or lower than overall.

SMILES | E-sel TNF inh
CCC(COC(=O)Nc1ccccc1)NC(=O)OC(C)C (centres undefined) | -21.2
O=C(COc1ccccc1)N1CCN(c2ncccn2)CC1 | 13.2
CN(CC(=O)Nc1ccc(SC(F)F)cc1)C1CCCCC1 | -13.0
O=C(O)C1(c2ccccc2)CCN(S(=O)(=O)c2cccs2)CC1 | -29.9
S=C(c1c[nH]c2ccccc12)N1CCOCC1 | -3.0
O=C1C2C3C=CC(C3)C2C(=O)N1c1ccc(N2CCN(c3ccccn3)CC2)c([N+](=O)[O-])c1 (centres undefined) | 14.3
CN(CCC#N)C(=O)CSc1nnc(-c2ccco2)n1N | 4.4
CCCOc1ccccc1NC(=O)c1ccc([N+](=O)[O-])cc1 | 5.2
NC(=O)C1CCN(C(=O)CCC(=O)c2ccc(Br)cc2)CC1 | -1.6
CC12CC(O)C3c4ccc(O)cc4CCC3C1CCC2=O (centres undefined) | -50.5
COc1ccc(NC(=O)c2c(C(F)(F)F)nn(C)c2Cl)cc1 | -26.8
Cc1ccc(S(=O)(=O)N2CCCC(C(=O)NCC(C)C)C2)cc1 (centres undefined) | 0.4
CCOC(=O)C(C)Oc1c(C(=O)OC)sc2ncccc12 (centres undefined) | -26.0
CS(=O)(=O)c1ccc(C(=O)OCC(=O)NC2CCS(=O)(=O)C2)cc1[N+](=O)[O-] (centres undefined) | 20.1
COc1ccc(OC)c(NC(=O)C2CC(=O)N(CCc3ccccc3)C2)c1 (centres undefined) | 7.5
O=C(/C=C/c1ccccc1[N+](=O)[O-])NCCN1C(=O)S/C(=C\c2ccc(F)cc2)C1=O | 17.3
O=C(C1CCN(Cc2cccs2)CC1)N1CCN(Cc2ccc3c(c2)OCO3)CC1 | -17.7
CC(=O)Nc1ccc(N(C(=O)CNC(=O)c2ccco2)C(C(=O)NCC2CCCO2)c2ccccc2)cc1 (centres undefined) | 40.7
O=[N+]([O-])c1ccc(N2CCCCC2)s1 | 17.9
O=c1cc(CSc2nnc(Nc3ccccc3F)s2)nc2sccn12 | -0.4
COc1ccccc1N(C)S(=O)(=O)c1ccc(C(=O)Nc2nc(C)cs2)cc1 | 13.0
Cc1c(C(=O)NCCCn2ccnc2)oc2ccccc12 | -17.1
O=S(=O)(c1ccccc1F)N1CCN(c2nc3ccccc3s2)CC1 | -10.7
CCn1c2ccccc2n2c(=O)c(=O)n(CC(=O)N3CCN(c4ccccc4OC)CC3)nc12 | 6.1
CCN(CC)C1CCS(=O)(=O)C1 (centres undefined) | -16.2
Other entries follow:
SMILES | E-sel TNF inh
CC(C)NS(=O)(=O)c1ccc(OCC(=O)N2CCc3ccccc3C2)cc1 | -30.7
CCCCCC(=O)NNC(=O)c1c(O)c2ccccc2n(CC)c1=O | -14.7
CCc1ccc2[nH]c(=O)c(CN(Cc3ccco3)C(=S)NCC3CCCO3)cc2c1 (centres undefined) | -2.6
O=C(COc1cccc2c1CCN(Cc1ccc(Cl)cc1)C2=O)N1CCOCC1 | -29.1
NC(N)=NC1=NC(=O)/C(=C/c2ccccc2-n2cccn2)S1 | 50.3
Cc1c(C(=O)OCCOc2ccc(Br)cc2)sc(=S)n1C | 7.2
OCCCc1cn(-c2ccccc2)c2ccccc12 | -5.3
Fc1ccccc1Cn1cnc(NC(=S)NCCc2ccccc2)n1 | -14.1
COc1ccc(C2(CNC(=O)c3ccccc3[N+](=O)[O-])CCOCC2)cc1 | -28.3
O=C(NCCCn1ccnc1)C(=O)c1cn(CC(=O)N2CCCCCC2)c2ccccc12 | 10.6
Cc1ccc2nc(C)cc(C(=O)Nc3nccs3)c2c1 | -10.1
CN(C)S(=O)(=O)c1ccc(NC(=O)COC(=O)C2CC3CCCC(C2)C3=O)cc1 (centres undefined) | -8.4
Nc1cc(=O)[nH]c(SCC(=O)Nc2cccc(Cl)c2Cl)n1 | -2.1
O=C(CSc1nncs1)N1CCN(S(=O)(=O)c2ccccc2)CC1 | 1.7
O=C(OCCNc1nc(-c2ccccc2)nc2ccccc12)c1cccnc1 | -24.4
CCOC(=O)C1=C(C)NC(C)=C(C(=O)OCC)C1C(=O)OCC(N)=O | -26.0
COC(=O)CNC(=O)C(Cc1ccccc1)NS(=O)(=O)c1ccc2c(c1)c(=O)n(C)c(=O)n2C (centres undefined) | 5.0
COc1ccc(OCCCC(=O)NCCc2nc3ccccc3[nH]2)cc1 | -5.2
N/C(=N\OC(=O)c1ccc(=O)n(Cc2ccc(Cl)cc2)c1)c1ccccn1 | 15.1
O=C(COC(=O)C1CCN(S(=O)(=O)c2cccs2)CC1)Nc1ccccc1 | -22.7
O=C(CC1C(=O)NCCN1Cc1cccc(Oc2ccccc2)c1)NCCc1cscn1 (centres undefined) | -1.4
CN(C(=O)COC(=O)c1cnc(Cl)c(Cl)c1)C1CCS(=O)(=O)C1 (centres undefined) | 7.0
CCOC(=O)C(C(=O)OCC)N(C#N)c1nc(N(C)C)nc(N(C)C)n1 | 5.3
Cc1ccc(-n2c(CSc3nc(C)cc(C)n3)n[nH]c2=S)cc1 | 17.3
O=C(Nc1ccccn1)c1cc2cc([N+](=O)[O-])ccc2s1 | -20.5
Continued:
SMILES | E-sel TNF inh
Cc1cccc(NC2SC(=O)NC2=O)c1 (centres undefined) | -14.8
CN(CCc1cn[nH]c1)C(=O)CC1C(=O)NCCN1Cc1ccccc1C(F)(F)F (centres undefined) | -17.1
CCOC(=O)N1CCN(c2ccc(C(C)=O)cc2F)CC1C (centres undefined) | 4.7
Cc1cccc(C(=O)NNC(=O)CCn2nnc3ccccc32)c1 | 6.1
COc1ccc(/C=N/NC(=O)c2cc(C)n(-c3ccccc3)c2C)cc1OC | -6.1
O=[N+]([O-])c1cc(CN2CCOCC2)c2cccnc2c1O | -11.4
Cc1ccc(Nc2nnc(SCC(=O)NC3CCS(=O)(=O)C3)s2)c(C)c1 (centres undefined) | -31.7
COc1ccc(C2C(C#N)=C(N)OC3=C2C(=O)CC(C)(C)C3)cc1OC (centres undefined) | -10.2
CCN1CCN(c2ccc(NC(=O)c3ccc(C#N)cc3F)cc2Cl)CC1 | -2.8
COc1ccccc1NS(=O)(=O)c1cccc(NC(=O)C2CC(=O)N(Cc3ccccc3)C2)c1 (centres undefined) | -8.1
O=C(c1ccncc1)N1N=C2CCCCCC2C1(O)C(F)(F)F (centres undefined) | -12.3
Cc1cnccc1CN(C)Cc1cn(C)nc1-c1cccc(Cl)c1 | -18.4
Cc1nc2ccccc2n1C1CCN(C(=O)Nc2ccccc2)CC1 | -37.2
CCc1ccc(NC2CC(=O)N(CCc3ccc(OC)c(OC)c3)C2=O)cc1 (centres undefined) | -12.3
CN(C1=NS(=O)(=O)c2ccccc21)c1ccc(OC(=O)c2ccncc2)cc1 | 8.9
CCCCC(CC)CNC(=O)C(=O)C1C(=O)Nc2ccccc21 (centres undefined) | -10.1
CSC1=NCCN1CCOc1ccccc1 | -20.9
Cc1ccc(Cc2c(C)nc3nc(SCC(=O)NCCCN4CCOCC4)nn3c2C)cc1 | -18.9
Cc1nnc(SC(C)C(=O)Nc2nccs2)s1 (centres undefined) | 13.0
Cc1ccc(C)c(NC(=O)COC(=O)Cc2ccsc2)c1 | 0.5
CCOc1ccc(/C=N/Nc2nncc(-c3ccccc3)n2)cc1OC | 19.2
CCN(CC)CCN(Cc1cc2cc(C)ccc2[nH]c1=O)C(=S)Nc1ccccc1 | -41.1
O=[N+]([O-])c1cc(CN2CCN(c3ccccc3)CC2)c(O)c2ncccc12 | 4.4
Cc1ccc(CN(CC(=O)NC(C)(C)C)C(=O)CNC(=O)c2cccs2)cc1 | -18.5
CC(=O)Nc1ccc(Sc2ccccc2C(=O)N2CCCC2)cn1 | 0.1

Among those listed so far, these contain an NH in an aromatic ring:
SMILES | E-sel TNF inh
S=C(c1c[nH]c2ccccc12)N1CCOCC1 | -3.0
CCc1ccc2[nH]c(=O)c(CN(Cc3ccco3)C(=S)NCC3CCCO3)cc2c1 (centres undefined) | -2.6
Nc1cc(=O)[nH]c(SCC(=O)Nc2cccc(Cl)c2Cl)n1 | -2.1
COc1ccc(OCCCC(=O)NCCc2nc3ccccc3[nH]2)cc1 | -5.2
Cc1ccc(-n2c(CSc3nc(C)cc(C)n3)n[nH]c2=S)cc1 | 17.3
CN(CCc1cn[nH]c1)C(=O)CC1C(=O)NCCN1Cc1ccccc1C(F)(F)F (centres undefined) | -17.1
CCN(CC)CCN(Cc1cc2cc(C)ccc2[nH]c1=O)C(=S)Nc1ccccc1 | -41.1

Further results:
SMILES | E-sel TNF inh
CC(C)(C)NC(=O)COc1ccc(CNCc2ccccn2)cc1 | -7.7
O=C(NC1CCN(Cc2ccccc2)CC1)c1ccc(S(=O)(=O)NCc2ccco2)cc1 | -15.8
CCC(C)C(NC(N)=O)C(=O)Nc1ccc(S(=O)(=O)Nc2ccc(OC)cc2)cc1 (centres undefined) | -9.3
CCOc1ccc(CN2CCN(Cc3[nH]c4ccc(OC)cc4c3C)CC2CCO)cc1 (centres undefined) | -19.1
Clc1ccc(-c2cc(COc3ccccc3)on2)cc1 | -16.4
Cc1c(NC2(C#N)CCCCC2)c(=O)n(-c2ccccc2)n1C | -15.8
CN(C)c1nc(NC(C)(C)C)nc(SCC(=O)Nc2ccccc2)n1 | -23.9
O=C(CN(CCc1ccccc1)S(=O)(=O)c1ccc(Cl)cc1)N/N=C/c1ccccc1C(=O)O | 2.4
CCCCCC(=O)c1ccc(O)cc1O | -43.4
O=C(CCCCn1c(=S)[nH]c2ccsc2c1=O)NCc1ccc2c(c1)OCO2 | -27.6
O=C(NN=C1C2CC3CC1CC(Cl)(C3)C2)c1cccs1 | -11.9
Cn1c(N)c(C(=O)COC(=O)c2cncc(Br)c2)c(=O)n(C)c1=O | -5.7
O=C(NC1CC1)C1CCN(C2CCN(C(=O)/C=C/c3cccs3)CC2)CC1 | -5.1
COc1ccc(COC(=O)N/N=C(\C)CC(=O)NCc2ccc(Cl)cc2)cc1 | 1.0
CC(C)C(c1nnnn1Cc1cccs1)N1CCN(C(=O)c2ccco2)CC1 (centres undefined) | -20.2
COc1ccc(NC(=S)NC23CN4CN(CN(C4)C2)C3)c(OC)c1 | 11.9
Brc1ccc(C2=CSC3=NCCN23)cc1 | -18.8
COc1ccc(OCC(=O)Nc2ccc3oc(-c4ccncc4)nc3c2)cc1 | -27.4
COc1ccc(/C=N/NC(=O)CCNc2n[nH]c(=O)[nH]c2=O)c(OC)c1 | 4.5
COc1cccc(NC(C)C(=O)Nc2cc([N+](=O)[O-])ccc2Cl)c1 (centres undefined) | 11.1
O=C(COC(=O)c1ccc(Br)cc1)NCCN1C(=O)CSC1=O | -7.2
CCOC(=O)C1(Cc2cccc(F)c2)CCN(CC2CC2)CC1 | 17.0
O=C(N/N=C/c1ccc(OC2CSC2)cc1)c1ccc(CN2CCOCC2)cc1 | -34.0
COC(=O)CCn1c(C)cc(C(=O)COc2ccccc2C(N)=O)c1C | -25.2
COc1ccc(CCn2c(=O)c3cccnc3n(Cc3ccc([N+](=O)[O-])cc3)c2=O)cc1OC | -1.0

Structural class, those above with a cyano group (5)
SMILES | E-sel TNF inh
CN(CCC#N)C(=O)CSc1nnc(-c2ccco2)n1N | 4.4
CCOC(=O)C(C(=O)OCC)N(C#N)c1nc(N(C)C)nc(N(C)C)n1 | 5.3
COc1ccc(C2C(C#N)=C(N)OC3=C2C(=O)CC(C)(C)C3)cc1OC (centres undefined) | -10.2
CCN1CCN(c2ccc(NC(=O)c3ccc(C#N)cc3F)cc2Cl)CC1 | -2.8
Cc1c(NC2(C#N)CCCCC2)c(=O)n(-c2ccccc2)n1C | -15.8

Further entries follow:
SMILES | E-sel TNF inh
O=C1CN(S(=O)(=O)c2ccccc2)c2ccccc2N1 | -18.9
O=C(COC(=O)c1ccc(O)cc1)Nc1ccccc1[N+](=O)[O-] | -3.2
CCOc1ccc(C(C)C)cc1S(=O)(=O)N1CCOCC1 | -7.0
CCNc1nc(SCC(=O)Nc2ccc(Cl)c(Cl)c2)nc(N(C)C)n1 | -3.5
O=C(CSCc1ccccc1)Nc1cc([N+](=O)[O-])ccc1F | -12.2
Cc1ccc(S(=O)(=O)N2CCN=C2SCc2cccnc2)cc1 | 3.1
Cc1nc(NC(=S)Nc2ccccc2)sc1C | -28.8
Cc1ccc(NC(=S)Nc2ccc(S(=O)(=O)N3CCOCC3)cc2)cc1S(=O)(=O)N1CCOCC1 | 24.1
O=C(NCCN1CCOCC1)C(=O)NCc1ccc2c(c1)OCO2 | -22.9
COC(=O)c1ccc(NC(=O)c2cccc(C)c2[N+](=O)[O-])cc1 | -18.8
FC(F)Oc1ccccc1NC(=S)Nc1cccnc1 | -35.3
COc1ccc(CN2CCNC(=O)C2CC(=O)NC2Cc3ccccc3C2)c(OC)c1 (centres undefined) | -27.0
O=C(COC(=O)CCc1ccc(S(=O)(=O)N2CCOCC2)cc1)NC(=O)NC1CCCCC1 | 24.3
Cc1occc1C(=O)NNC(=O)C1CC1 | -9.9
CCN(CC)S(=O)(=O)c1cccc(C(=O)N/N=C(\C)c2ccc(O)cc2O)c1 | -70.5
Cn1c(C(=O)O)c(C=O)c2ccccc21 | 24.9
O=C(Nc1ccc(Br)cc1)C(c1ccccc1)c1ccccc1 | -6.0
Cc1ccc(S(=O)(=O)N2CCN(CC(O)c3ccccc3)CC2)cc1C (centres undefined) | -1.9
Cc1ccc(CSc2nc3nc(C)cc(C)c3c(=O)[nH]2)cc1 | 1.9
Cc1ccccc1/C=C\c1nc2ccccc2c(=O)[nH]1 | -6.6
CCOC(=O)C1=C(c2ccccc2)NC(=O)NC1c1cc(Cl)c(O)c(OC)c1 (centres undefined) | -12.7
Cc1sc2nc(SCC(=O)NCCOCCO)nc(N)c2c1C | 5.8
CC(=O)c1sc(-c2ccccc2Cl)nc1C | -30.0
CCN(CC)CC(=O)Nc1sc(C)c(C)c1C(=O)c1ccc(C)cc1 | 3.6
CCOc1ccc2c(c1)/C(=C(\C(Cl)=C(Cl)Cl)[N+](=O)[O-])N2 | 12.4
Other results.
SMILES | E-sel TNF inh
CS(=O)(=O)N(CC(=O)Nc1ccccc1)c1cccc(Cl)c1Cl | -7.4
CCS(=O)(=O)Nc1ccc2[nH]c(=O)[nH]c2c1 | 15.7
COc1ccc(-c2nnc(SCC(=O)Nc3nncs3)o2)cc1 | -34.7
O=Cc1c(F)cccc1N1CCCC1 | 9.2
CC(C)Sc1nc2ccccc2[nH]1 | -14.9
Cn1ccc2c([N+](=O)[O-])cccc2c1=O | -4.1
COC(=O)c1ccc(-c2noc(CN(Cc3nccn3C)C(C)C)n2)cc1 | -28.8
Fc1ccc(OCc2nc3ccccc3s2)cc1 | 30.1
